BRCT PPI green: blocks human BRCA1 BRCT binding to phosphopeptide, green readout; P38398; BRCA1 BRCT-phosphopeptide binding, green fluorescence polarization; Potency, µM (highest dose often 76.9 µM), for the others: at the top dose activity change, negative = inhibition, hits mostly inhibitors; 75,000 compounds, 0.05% hits; AID 875;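 further: potency means the concentration at half of the fitted maximal effect; plate controls were peptide without protein for full effect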
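Compounds were incubated for 12 min at room temperature with a complex of 100 nM fluorescein-tagged pBACH1 decapeptide and 250 nM His-tagged BRCT protein. Buffer was phosphate pH 7.3 with EDTA, DTT and Tween 20. Disruption of binding lowers the polarization signal.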
A350 fluor: A350 region autofluorescence | Compound autofluorescence, 340/450 nm, Alexa 350 dye-equivalents; stronger effect = higher value | max dye-equivalent concentration, M | 59,000 compounds, 11% hits | AID 590; in the data active means max dye-equivalent concentration above about 10 nM; inconclusive means mostly about 1.1 nM to 9.6 nM
ERK AVP inh: inhibitors of vasopressin-stimulated ERK signaling pathway; HEK293-V1b, vasopressin-stimulated pERK AlphaScreen; Potency, µM (titrated, usually from 57.5 µM), for inactives: top-dose activity, negative = inhibition, actives largely listed as inhibitors; 72,000 compounds, 0.99% hits; further: potency means the concentration at half of the fitted maximal effect; on the % scale 0 is the no-effect control and ±100 the full control effect; nearly all actives have a fitted effect of over 55% in size
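HEK293 cells stably expressing V1b receptor, preincubated 30 min at 37 °C with compound, then stimulated 5 min with 25 nM vasopressin. Phospho-ERK by AlphaScreen SureFire after 5 h RT; normalized to DMSO and vasopressin; AC50 by Hill fit.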
BRCT PPI red: disrupts BRCA1 BRCT binding to phosphoprotein, red fluorophore readout; P38398; BRCT-phosphopeptide binding, red fluorescence polarization; Potency, µM (series often up to 76.9 µM), for the others: at the top dose activity change, negative = inhibition, hits mostly inhibitors; 75,000 compounds, 0.03% hits; AID 892; further: on the % scale 0 is the no-effect control and ±100 the full control effect
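Fluorescence polarization: 100 nM His-tagged BRCA1 BRCT with 100 nM TAMRA-labelled phospho-BACH1 decapeptide, phosphate buffer pH 7.3 with 150 mM NaCl, DTT, 0.01% Tween 20; 12 min RT. Binding inhibition seen as FP decrease.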
Luciferase inh: blocks Photinus pyralis firefly luciferase activity; P08659; purified firefly luciferase, luminescence, 8 min; Potency, µM (series often up to 57.1 µM), for inactives: top-dose activity change, negative = inhibition, actives largely listed as inhibitors; 72,000 compounds, 2.2% hits; further: potency means the concentration at half of the fitted maximal effect; on the % scale 0 is the no-effect control and ±100 the full control effect; nearly all actives have a fitted effect of over 40% in size
Target sequence (P08659 whole entry, looked up): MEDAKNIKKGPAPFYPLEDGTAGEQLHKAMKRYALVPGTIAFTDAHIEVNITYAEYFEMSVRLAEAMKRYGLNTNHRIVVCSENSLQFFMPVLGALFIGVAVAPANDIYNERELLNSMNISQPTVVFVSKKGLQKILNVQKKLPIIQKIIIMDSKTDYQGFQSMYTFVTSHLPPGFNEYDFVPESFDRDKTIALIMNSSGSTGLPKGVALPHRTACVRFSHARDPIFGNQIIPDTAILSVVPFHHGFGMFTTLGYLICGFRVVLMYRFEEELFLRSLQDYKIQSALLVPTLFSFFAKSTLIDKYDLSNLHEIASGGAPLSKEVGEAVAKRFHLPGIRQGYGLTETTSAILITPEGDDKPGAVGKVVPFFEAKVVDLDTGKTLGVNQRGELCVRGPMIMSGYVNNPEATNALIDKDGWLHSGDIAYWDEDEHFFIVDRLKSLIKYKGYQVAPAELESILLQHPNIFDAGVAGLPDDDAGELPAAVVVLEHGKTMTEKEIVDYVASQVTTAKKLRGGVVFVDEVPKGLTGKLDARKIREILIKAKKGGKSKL
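Firefly luciferase (PKLight detection mix) with 10 uM ATP in pH 7.2 imidazole buffer (KCl, MgCl2, Tween 20, BSA). Compounds tested across a concentration series (qHTS). Luminescence read after 8 min at ambient temperature.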
USP2a inh: USP2a (human) protease inhibition; O75604; Potency, µM (titrated, usually from 38.3 µM), inactives show top-dose activity change, negative = inhibition, hits mostly inhibitors; USP2a enzymatic assay, qHTS inhibition; 60,000 compounds, 0.1% hits;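 further: potency means the concentration at half of the fitted maximal effect; nearly all actives have a fitted effect of over 60% in size; plate controls were DMSO for no effect and NEM full inhibition control for full effect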
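USP2 core (20nM final) preincubated 30 min RT with compound, then Ub-PLA2 20nM and NBD C6-HPC 20uM final added; buffer 20mM Tris-HCl pH 8.0, 2mM CaCl2. Fluorescence Ex 460/Em 535 read at 0 and 2.5 h; normalized to NEM.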
Tau filament bind: binds recombinant human tau filaments | Potency, µM (top dose mostly 57.1 µM), for the others: top-dose activity change, negative = inhibition | P10636 | 71,000 compounds, 2% hits | recombinant tau filaments, thioflavin S fluorescence, 15 h; filaments grown with octadecylsulfate alongside compound;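 further: potency means the concentration at half of the fitted maximal effect; on the % scale 0 is the no-effect control and ±100 the full control effect; actives lower thioflavin S fluorescence by blocking filaments or displacing dye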
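Assay mix: 1 uM His-tagged tau, 30 uM sodium octadecylsulfate, thioflavine S dye in HEPES/NaCl/DTT buffer. Compound is added prior to the inducer. Fluorescence after 15 h at 37 C.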
HEK293 cAMP ctrl: raises cAMP in parental HEK293 cells, TSHR agonist counter-screen; parental HEK293 CNG cAMP sensor, membrane potential fluorescence; Potency, µM (top dose mostly 57.1 µM), for inactives: top-dose activation, usual class: activators; 73,000 compounds, 2.5% hits; AID 938; further: potency means the concentration at half of the fitted maximal effect; % of control where 0% means no effect; nearly all actives have a fitted effect of over 55% in size
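Parental HEK 293 cells stably expressing a modified CNG channel (no TSHR) report cAMP rise as membrane depolarization. Membrane potential dye with 100 uM RO 20-1724 was loaded for 60 min at room temperature, then compound added for 30 min; fluorescence read at 590 nm.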
Casp7 inh: allosteric or competitive inhibitors of human caspase-7; recombinant caspase-7, Ac-DEVD-AFC fluorescence rate; Potency, µM (highest dose often 57.5 µM), without a hit: at the highest dose activity change, negative = inhibition, usual class: inhibitors; 75,000 compounds, 0.02% hits; AID 889; P55210; active means well fitted inhibition curve with a large enough effect in the main read-out, with a control signal flat, not every such curve was filed as active; inconclusive means small, poorly fitted or top-dose-only effect, or a change in a side signal; further: potency means the concentration at half of the fitted maximal effect; % of control where 0% means no effect
Target sequence (P55210 24-198 limits assumed): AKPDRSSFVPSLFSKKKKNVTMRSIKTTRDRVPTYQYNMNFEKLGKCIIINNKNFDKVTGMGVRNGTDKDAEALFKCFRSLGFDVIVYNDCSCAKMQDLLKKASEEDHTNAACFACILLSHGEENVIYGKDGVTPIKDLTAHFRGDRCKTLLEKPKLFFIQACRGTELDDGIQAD
Target sequence (P55210 207-303 limits assumed): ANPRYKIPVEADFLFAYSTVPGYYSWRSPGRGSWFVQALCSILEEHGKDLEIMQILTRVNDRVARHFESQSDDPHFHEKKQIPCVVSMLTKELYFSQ
Casp1 inh: blocks human caspase-1 allosterically or competitively | P29466 | Caspase-1 enzyme, Ac-WEHD-AFC fluorogenic rate | Potency, µM (series often up to 57.5 µM), for inactives: top-dose activity change, negative = inhibition, most hits filed as inhibitors | 75,000 compounds, 0.03% hits | AID 900;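 further: potency means the concentration at half of the fitted maximal effect; plate controls were vehicle for no effect and no substrate for full effect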
CRE Fsk mod: alters forskolin-stimulated CRE reporter signaling in CHO cells; Potency, µM (top dose mostly 38.2 µM), for the others: at the highest dose activity change, negative = inhibition, actives largely listed as activators; CHO CRE-bla reporter (cAMP response element driving beta-lactamase), forskolin EC10, beta-lactamase ratio; 71,000 compounds, 2.5% hits; active means well fitted activation curve with a large enough effect in the signal ratio, with a control signal flat, not every such curve was filed as active; inconclusive means small, poorly fitted or top-dose-only effect, or effect the other way, or a change in a side signal; the % refers to the signal ratio; further: potency means the concentration at half of the fitted maximal effect; % of control where 0% means no effect
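Cells were plated overnight at 37 °C, exposed to compound titrations plus EC10 NKH 477 for 3 h, then given CCF4 dye for 2 h at room temperature. Blue/green (460/530 nm) ratio was converted to %Activity and AC50 values calculated.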
The depositor's hits bear a star; i = inactive; ? = inconclusive; nt = no result given; [ ] = another dose, or the depositor's remark. Unless noted, the call rests on the fitted dose curve; in most records, active means well fitted curve in the direction sought with a large enough effect; inconclusive means small, poorly fitted or top-dose-only effect, or another doubt; inactive means no such curve, though single readings can be large; an effect the other way counts as inactive or inconclusive.

SMILES	BRCT PPI green	A350 fluor	ERK AVP inh	BRCT PPI red	Luciferase inh	USP2a inh	Tau filament bind	HEK293 cAMP ctrl	Casp7 inh	Casp1 inh	CRE Fsk mod
COc1ccc(-c2c(O)c3c(OC)c4c(cc3oc2=O)OC(C)(C)CC4)cc1	-1.1%	nt	-2.6%	3.0%	nt	-11.8%	nt	nt	1.5%	-0.1%	nt
O=C(NCc1cccnc1)NC1(c2ccccc2)CC1	-1.2%	nt	-7.4%	0.1%	1.5%	nt	-6.9%	-3.0%	-0.1%	-1.0%	-3.3%
COC(=O)Nc1cc(C)nc2ccccc12	1.8%	i	-14.1%	-1.0%	0.1%	-3.1%	-0.5%	5.0%	-1.6%	-0.2%	?
COc1ccc2c(c1)c(=O)oc1c(C)c3occ(C)c3cc12	-1.4%	?	-18.2%	0.1%	-1.7%	24.3%	16.5%	11.5%	-1.6%	-1.1%	13.1%
CC(C)(C)n1nnnc1C(c1cc2cc3c(cc2[nH]c1=O)OCCO3)N1CCSCC1 (stereo unspecified)	-0.3%	2.56e-07M*	-3.2%	-2.2%	0.7%	132.0%[activator]	-5.6%	21.5%	-6.2%	-2.4%	20.1%
CSc1ccccc1NC(=O)CN(c1cccc(C)c1)S(C)(=O)=O	-0.7%	?	13.2%	0.4%	0.0%	0.9%	-2.1%	8.8%	-0.9%	-0.6%	-17.2%
Cn1c(SCC(=O)c2cccs2)nnc1-c1ccco1	1.0%	i	1.4%	0.7%	-0.8%	3.5%	-3.8%	-17.6%	-0.2%	-2.2%	2.4%
Cc1cc2c(c(=O)n1Cc1ccco1)C(c1cccnc1)C(C#N)=C(N)O2 (stereo unspecified)	1.1%	?	-23.2%	-0.4%	3.0%	2.5%	-3.8%	-8.4%	-2.7%	1.1%	-2.6%
CCC(OC(=O)c1ccco1)C(=O)NCc1ccco1 (stereo unspecified)	-0.6%	i	-21.9%	-0.7%	2.1%	1.7%	7.5%	6.3%	-0.1%	-1.1%	-4.4%
O=[N+]([O-])c1cc(C(F)(F)F)ccc1Cl	-1.1%	nt	11.4%	0.4%	nt	nt	1.0%	0.8%	-1.1%	-2.0%	0.6%
Cn1c(=O)c2c(nc(NCCNC(=O)c3ccco3)n2Cc2ccccc2Cl)n(C)c1=O	0.0%	i	-0.3%	1.6%	0.9%	6.9%	14.3%	-7.4%	0.0%	-1.4%	0.9%
CC(=O)N1CCN=C1SCc1ccc(Cl)cc1	0.1%	nt	-16.9%	0.1%	0.4%	nt	1.8%	9.1%	-2.9%	-0.6%	0.9%

Reprinted from the part before: 2 entries, followed by the next part.
SMILES	BRCT PPI green	A350 fluor	ERK AVP inh	BRCT PPI red	Luciferase inh	USP2a inh	Tau filament bind	HEK293 cAMP ctrl	Casp7 inh	Casp1 inh	CRE Fsk mod
Cn1c(=O)c2c(nc(NCCNC(=O)c3ccco3)n2Cc2ccccc2Cl)n(C)c1=O	0.0%	i	-0.3%	1.6%	0.9%	6.9%	14.3%	-7.4%	0.0%	-1.4%	0.9%
CC(=O)N1CCN=C1SCc1ccc(Cl)cc1	0.1%	nt	-16.9%	0.1%	0.4%	nt	1.8%	9.1%	-2.9%	-0.6%	0.9%
CN(C)CCOCCP(=O)(c1ccccc1)c1ccccc1	-0.1%	nt	4.1%	-0.9%	2.7%	-0.9%	5.2%	-2.9%	-0.5%	-1.3%	-2.1%
NC(=O)CSc1ccc(Br)cc1	-0.9%	i	-18.8%	0.4%	-2.8%	-0.1%	-3.7%	-0.1%	2.1%	0.9%	-7.7%
COc1ccc2cc(CCNC(=O)C3CC3)c(=O)[nH]c2c1	-0.5%	i	5.4%	0.8%	-0.1%	7.8%	1.4%	-0.7%	1.5%	0.6%	4.1%
CC(C)C1=C[C@@]23CC[C@@H]4[C@](C)(CCC[C@@]4(C)C(=O)O)[C@@H]2C[C@@H]1[C@@H](C(=O)O)[C@@H]3C(=O)O	-2.2%[15.4 µM]	i	13.0%[11.5 µM]	-0.6%[15.4 µM]	4.4%[11.4 µM]	nt	5.0%[11.4 µM]	-4.6%[11.4 µM]	-2.6%[11.5 µM]	-0.8%[11.5 µM]	4.7%[7.6 µM]
COc1ccc(C(c2nnnn2Cc2ccc(F)cc2)N2CCN(c3ccc(OC)cc3)CC2)cc1 (stereo unspecified)	0.1%	i	-22.2%	-3.0%	0.1%	16.7%	10µM*	-6.4%	-2.3%	2.5%	-10.1%
CC1CCCN(CCC(=O)c2ccc(Br)cc2)C1 (stereo unspecified)	1.6%	i	6.9%	0.8%	0.2%	-4.2%	1.2%	16.1%	2.2%	2.7%	-2.1%
O=C(Nc1ccc(Cl)c(Cl)c1)N(Cc1cccnc1)Cc1ccco1	-6.3%	?	?	0.8%	1.8%	15.5%	-4.1%	13.0%	-0.5%	-2.9%	7.3%
COc1ccc(NC(=O)C2CCCN(S(=O)(=O)c3cccc4cccnc34)C2)c(OC)c1 (stereo unspecified)	-1.3%	nt	-16.3%	0.4%	0.1%	nt	-22.8%	3.2%	-1.7%	0.7%	3.0%
Cn1c(SCc2cccc(C(F)(F)F)c2)nnc1-c1ccco1	-2.2%	?	-4.4%	-0.9%	0.1%	73.5%[activator]	-18.4%	?	-0.3%	-9.4%	-9.5%
O=c1cc(CSc2ccccn2)c2ccccc2[nH]1	1.0%	i	-29.9%	0.5%	-1.7%	0.5%	-3.0%	-5.3%	-0.3%	1.0%	11.6%
COc1ccccc1NC(=O)CCNC(=O)Cn1ccc2ccccc2c1=O	0.3%	?	-24.1%	0.0%	-2.6%	-3.6%	7.1%	-0.1%	1.7%	2.4%	-9.4%
Cc1cc(N(CN2CCCC2=O)C(=O)c2ccccc2)no1	-2.7%	i	14.6%	0.3%	0.0%	3.6%	16.4%	1.3%	0.3%	2.2%	9.6%
COc1ccc(CNC(=O)[C@H](C)[C@H]2C[C@]2(C)[C@H](NC(=O)OCc2ccccc2)c2ccccc2)cc1OC	-1.9%	nt	3.9%	-3.0%	nt	nt	-1.4%	?	-2.5%	-5.4%	-4.8%
Cc1cccc(CNc2ncnc3ccc(-c4ccc5c(c4)OCO5)cc23)c1	0.7%	i	?	1.0%	1.1%[2.29 µM]	?	194.6%	?	-2.5%	-3.5%	-10.6%
FC(F)(F)c1cc(-c2ccccc2)nc(N2CCCCC2)n1	0.2%	3.75e-08M*	64.0%[activator]	1.2%	0.8%	-10.6%	4.4%	4.2%	-4.2%	-3.5%	11.4%
CCOc1ccc(C(C)(C)C)cc1S(=O)(=O)N1CCOCC1	-0.4%	i	-7.3%	-2.0%	3.9%	5.6%	0.3%	18.7%	-0.3%	0.5%	1.9%
O=S(=O)(c1ccccc1)N1CCC2(CCCN(c3ccccn3)C2)CC1	-1.2%	i	-14.8%	1.7%	-0.6%[11.4 µM]	29.5%	2.5%	?	-3.0%	-7.6%	-1.9%
Cc1ccc(SCc2cc(=O)[nH]c(N3CCCCC3)n2)cc1	-0.8%	i	?	0.8%	-8.2%	8.4%	10.9%	2.8%	-1.5%	-2.1%	?
CCCn1cnc2c(c1=O)c1nc3ccccc3nc1n2CCC1=CCCCC1	-6.3%	1.87e-07M*	-14.4%	-0.5%	3.2%	-8.0%	-14.6%	18.9%	-0.8%	-2.2%	11.4%
CC(=O)c1ccc(NC(=O)Nc2ncn(Cc3cccc(C)c3)n2)cc1	-0.4%	i	0.8%	0.5%	-0.2%	12.9%	44.4%	-5.4%	-1.6%	2.2%	?
CCn1c(CNC(=O)c2ccco2)nnc1SCC(=O)Nc1cc(C(F)(F)F)ccc1Cl	-1.7%	?	4.2%	0.8%	2.3%	15.2%	-4.9%	0.7%	0.2%	-1.0%	3.1%
c1ccc(Oc2nc(NCc3ccco3)nc(NCc3ccco3)n2)cc1	-0.1%	i	?	-0.9%	0.9%	12.6%	58.9%	14.2%	-1.7%	-3.8%	2.1%
COc1ccc(N2C(=O)NC3CC2(C)Oc2ccc(Br)cc23)cc1OC (stereo unspecified)	-2.4%	i	23.3%	-2.0%	1.4%	20.6%	-13.6%	4.8%	2.3%	1.3%	-6.9%
O=C(Nc1ccc2nc(-c3ccco3)[nH]c2c1)c1cccs1	2.5%	i	-28.5%	-1.1%	12.6µM*	34.5%[activator]	20µM*	6.6%	?	-17.3%	25.3%
COc1cc2sc(C)nc2c2sccc12	0.7%	i	-5.3%	-0.3%	1.3%	0.2%	-5.7%	?	-1.9%	0.6%	?
CCOC(=O)c1cc(NC(=O)OC)c(C)nc1C	-2.6%	i	-20.0%	-0.6%	-0.2%	-6.3%	-7.7%	0.3%	-2.4%	1.1%	5.2%
O=C(Nc1ncccn1)C1CCCN1S(=O)(=O)c1ccc(Cl)c(Cl)c1 (stereo unspecified)	-0.6%	i	-5.2%	0.6%	6.1%	-3.8%	5.1%	3.8%	-1.3%	0.2%	-0.6%
